Screening results deposited in PubChem BioAssay by several laboratories.
TRPC4 potent – positive allosteric modulators of TRPC4, primary screen, cell-based, mouse TRPC4beta, HEK293 mu-opioid, Fluo-4 calcium. 310,000 tested, 0.42% active. DAMGO EC20, Fluo-4 Ca2+ flux; stronger effect = higher value. Short transient receptor potential channel 4 (Mus musculus), Q9QUQ5. AID 2227, 2009. B-score at 10 µM;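 active = B-score of calcium response area above 5 SD of library B-scores, with initial fluorescence ratio within 5 SD of library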;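 also: B-score of integrated fluorescence ratio over time as area under calcium response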
KCNQ1 pot – potentiators or activators of KCNQ1 channel, primary screen, cell-based, thallium flux, high-throughput | Potassium voltage-gated channel subfamily KQT member 1 (Homo sapiens), P51787 | CHO-K1 KCNQ1, thallium flux FluxOR fluorescence; stronger effect = higher value | B-score at 10 µM | 310,000 tested, 0.35% active | AID 2648, 2010;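 active = fluorescence ratio B-score, a plate-corrected score, at least three library SD, with initial intensity B-score within 5 SD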
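Assay system: stable KCNQ1 CHO-K1 line; medium: assay buffer, equal DMSO in all wells; timing: 90 min dye loading and 20 min compound exposure, both at room temperature; technique: kinetic FluxOR thallium fluorescence, 10-s 1-Hz baseline, 110-s post-stimulus read; read-out basis: B score of baseline-normalized fluorescence ratio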
KCNK3 inh – human KCNK3 channel inhibitors, primary screen, CHO cells, FluxOR thallium flux, B-score. FluxOR fluorescence; stronger effect = lower value. Potassium channel subfamily K member 3 (Homo sapiens), O14649. B-score at 10 µM. 340,000 tested, 0.84% active;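 active = B-score under library mean minus 4 SD, starting fluorescence ratio at most library mean plus 5 SD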;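 also: more negative B-score means stronger inhibition of thallium flux through KCNK3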
TRPC4 agonist – activators of mouse TRPC4 channel, primary screen, Fluo4 calcium, HEK293 TRPC4beta/mu-opioid cells | AID 2237, 2010 | Short transient receptor potential channel 4 (Mus musculus), Q9QUQ5 | B-score at 10 µM | Fluo4 calcium fluorescence; stronger effect = higher value | 310,000 tested, 0.49% active;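 active = B-score above 5 SD of library B-scores, and initial fluorescence ratio not above library mean plus 5 SD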;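 also: positive B-score marks a calcium rise read as TRPC4 activation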
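Assay system – TRPC4beta and mu-opioid receptor HEK293 stable cells · Measured by – Fluo4 fluorescence, kinetic · Schedule – dye loading 45 min room temperature, 110 s kinetic read · Read-out – B-scored integrated calcium fluorescence ratio · Controls – buffer and maximal DAMGO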
ANO1 activ – TMEM16A chloride channel activators or potentiators, primary screen, cell-based, HTS; HEK293 TMEM16A/YFP-H148Q/I152L, iodide quench fluorescence; stronger effect = lower value; 340,000 tested, 0.3% active; Anoctamin-1 (Mus musculus), Q8BHY3; AID 623877, 2012; B-score at 10 µM;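 active = fluorescence-ratio B-score plate-corrected deviation score at least 3 library SD below zero, with starting fluorescence score within 5 deviations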;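 also: channel opened by trigger with iodide after compound preincubation; score built on the fluorescence ratio of max minus min over baseline; more negative score means more quench and so TMEM16A activation or potentiation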
Target sequence (Q8BHY3 whole entry, looked up): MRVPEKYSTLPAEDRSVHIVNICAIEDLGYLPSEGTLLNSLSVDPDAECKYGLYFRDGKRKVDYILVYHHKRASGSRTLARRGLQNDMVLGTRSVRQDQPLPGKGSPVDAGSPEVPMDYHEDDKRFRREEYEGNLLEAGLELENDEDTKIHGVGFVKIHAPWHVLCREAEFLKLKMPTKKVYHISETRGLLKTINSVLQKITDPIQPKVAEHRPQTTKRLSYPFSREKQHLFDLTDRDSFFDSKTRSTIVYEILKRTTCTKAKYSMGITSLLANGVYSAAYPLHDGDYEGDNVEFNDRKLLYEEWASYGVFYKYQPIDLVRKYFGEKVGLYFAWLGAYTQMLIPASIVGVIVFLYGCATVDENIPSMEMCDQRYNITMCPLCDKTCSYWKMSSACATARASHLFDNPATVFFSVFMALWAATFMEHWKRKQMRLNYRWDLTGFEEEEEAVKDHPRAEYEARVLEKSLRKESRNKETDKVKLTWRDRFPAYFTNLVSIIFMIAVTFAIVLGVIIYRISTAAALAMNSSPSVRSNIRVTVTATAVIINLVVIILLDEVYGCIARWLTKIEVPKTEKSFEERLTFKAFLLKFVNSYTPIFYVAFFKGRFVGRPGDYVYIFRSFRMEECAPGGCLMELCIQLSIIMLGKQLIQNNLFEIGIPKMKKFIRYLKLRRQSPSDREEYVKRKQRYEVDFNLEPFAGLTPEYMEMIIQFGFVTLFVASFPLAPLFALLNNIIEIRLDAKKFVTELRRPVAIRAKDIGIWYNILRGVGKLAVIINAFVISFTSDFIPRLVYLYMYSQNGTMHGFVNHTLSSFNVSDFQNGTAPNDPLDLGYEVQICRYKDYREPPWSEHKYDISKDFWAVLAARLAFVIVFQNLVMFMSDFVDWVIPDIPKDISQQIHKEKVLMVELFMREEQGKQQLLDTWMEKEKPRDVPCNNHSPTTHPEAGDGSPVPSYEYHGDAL
Dyrk1A ADPGlo – rat Dyrk1A kinase inhibitors, primary screen, biochemical, single point, plate reader; inhibition, % at 12.5 µM; AID 504441, 2011; Dual specificity tyrosine-phosphorylation-regulated kinase 1A (Rattus norvegicus), Q63470; 310,000 tested, 0.43% active; ADP-Glo luminescence, NFATc1 peptide; in the data active = inhibition above about 50%;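 also: plate controls were vehicle with enzyme for no effect and no enzyme for full effect; many of its hits are not listed in these tables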
KCNK9 block – KCNK9 potassium channel inhibitors, primary screen, HEK293 cells, thallium flux; FluxOR thallium flux fluorescence; stronger effect = lower value; Potassium channel subfamily K member 9 (Homo sapiens), Q9NPC2; 310,000 tested, 1.2% active; B-score at 10 µM;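 active = ratio B-score over 3 SD below the library mean, with starting fluorescence within 5 SD of its mean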;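 also: negative B-score means less thallium flux so channel inhibition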
TMEM16A inh – TMEM16A chloride channel inhibitors, primary screen, cell-based, HTS. Anoctamin-1 (Mus musculus), Q8BHY3. HEK293 TMEM16A/YFP iodide influx fluorescence, ionomycin. normalized B-score (activity score, 25-100; higher = stronger inhibition) at 10 µM. 310,000 tested, 1.2% active;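 active = ratio plate-corrected score three or more library SD toward inhibition, starting fluorescence score within five deviations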;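 also: score derived from kinetic fluorescence span divided by baseline fluorescence per well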
KCNQ1 block – inhibitors of human KCNQ1 channel, primary screen, cell-based, thallium flux, high-throughput; Potassium voltage-gated channel subfamily KQT member 1 (Homo sapiens), P51787; CHO-K1 KCNQ1, FluxOR thallium flux fluorescence; stronger effect = higher value; B-score at 10 µM; 310,000 tested, 1.3% active; AID 2642, 2010;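 active = compounds whose thallium flux B-score, printed positive for inhibition, exceeds three library SD while starting fluorescence stays within three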;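 also: channel opened by potassium depolarization with thallium stimulus after 20 min compound exposure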
HDAC3 inhib – HDAC3 deacetylase inhibitors, primary screen, biochemical, fluorescence, cell-free homogeneous. 320,000 tested, 0.15% active. recombinant HDAC3, fluorogenic peptide/trypsin coupled. Histone deacetylase 3 (Homo sapiens), O15379. inhibition, % at 8.3 µM; in the data active = inhibition above about 26%, passing the limit was not always enough
hERG protect – hERG rescue from dofetilide block, primary screen, cell-based, CHO-hERG, FluxOR thallium flux, dofetilide IC70; Voltage-gated inwardly rectifying potassium channel KCNH2 (Homo sapiens), Q12809; dofetilide IC70 present; activation (rescue from dofetilide block), less the hit threshold, % at 10 µM; 310,000 tested, 0.51% active;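 active = activation above the mean of controls blocked by dofetilide plus 5 SD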;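 also: thallium influx through hERG after potassium depolarization seen as dye fluorescence rise; in these data hits start at about 4.7%; inactives centre near -7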
* marks the source's active call; other numbers are inactive results; i = inactive; / = not tested or not shown. An excerpt (hit frequency here may not be typical).

Start of the data: the first 7 compounds, ahead of the listing:
SMILES	TRPC4 potent	KCNQ1 pot	KCNK3 inh	TRPC4 agonist	ANO1 activ	Dyrk1A ADPGlo	KCNK9 block	TMEM16A inh	KCNQ1 block	HDAC3 inhib	hERG protect
CC(C)C[C@@H](CSc1ccccc1)N1CCN(CCc2ccccc2)CCC1=O	i	i	i	i	i	-46	i	i	i	9	-17
Cc1ccc2c(c1)N(CC(=O)NC1CCC(C)CC1)C(=O)CO2 (configuration not stated)	i	i	i	i	i	0	i	i	i	3	-10
O=C(CN1CCC(C(=O)c2cccc(Cl)c2)CC1)Nc1ccc(C(=O)O)cc1	i	i	i	i	i	-3	i	i	i	6	-7
CCOc1ccc(NC(=O)c2ccc(CSc3nnc(C)s3)cc2)cc1	i	i	i	i	i	-2	i	i	i	0	-6
O=C(CSc1nc(-c2ccccc2)cc(C(F)(F)F)n1)N1CCOCC1	i	i	i	i	i	/	i	i	i	14	-13
CCC1CCCCN1CCn1c(=S)[nH]c2cc(OC)c(OC)cc2c1=O (configuration not stated)	i	i	i	i	i	4	i	i	i	-4	-13
O=C(Nc1cc2ccccc2oc1=O)c1ccccc1	i	i	i	i	i	0	i	i	i	-4	-10

The listing (from the top)
SMILES	TRPC4 potent	KCNQ1 pot	KCNK3 inh	TRPC4 agonist	ANO1 activ	Dyrk1A ADPGlo	KCNK9 block	TMEM16A inh	KCNQ1 block	HDAC3 inhib	hERG protect
CC(C)C[C@@H](CSc1ccccc1)N1CCN(CCc2ccccc2)CCC1=O	i	i	i	i	i	-46	i	i	i	9	-17
Cc1ccc2c(c1)N(CC(=O)NC1CCC(C)CC1)C(=O)CO2 (configuration not stated)	i	i	i	i	i	0	i	i	i	3	-10
O=C(CN1CCC(C(=O)c2cccc(Cl)c2)CC1)Nc1ccc(C(=O)O)cc1	i	i	i	i	i	-3	i	i	i	6	-7
CCOc1ccc(NC(=O)c2ccc(CSc3nnc(C)s3)cc2)cc1	i	i	i	i	i	-2	i	i	i	0	-6
O=C(CSc1nc(-c2ccccc2)cc(C(F)(F)F)n1)N1CCOCC1	i	i	i	i	i	/	i	i	i	14	-13
CCC1CCCCN1CCn1c(=S)[nH]c2cc(OC)c(OC)cc2c1=O (configuration not stated)	i	i	i	i	i	4	i	i	i	-4	-13
O=C(Nc1cc2ccccc2oc1=O)c1ccccc1	i	i	i	i	i	0	i	i	i	-4	-10
CCOC(=O)C(C)Oc1cccc2c(=O)n(CC(=O)Nc3ccc(OCC)cc3)ccc12 (configuration not stated)	i	i	i	i	i	4	i	i	i	-16	-11
COc1ccc(NC(=O)CCC(=O)NCCO)cc1	i	i	i	i	i	-2	i	i	i	0	-8
CN(C)CCCN(C(=O)c1ccc(S(=O)(=O)N2CCCC2)cc1)c1nc2ccc(Br)cc2s1	i	i	i	i	i	-5	i	i	i	8	-21
CCC(=O)Nc1cccc(C2=NOC3(C2)C[C@H](C(N)=O)N(C(=O)c2ccc(Cl)cc2)C3)c1 (some centres not stated)	i	i	i	i	i	9	i	i	i	-11	-4
CCOc1ccccc1NC(=O)N1CCc2ccccc2C1	i	i	-9*	i	i	2	i	i	i	1	-15
CC(=O)Nc1cccc(NC(=O)c2ccc(C)c([N+](=O)[O-])c2)c1	i	i	i	i	i	-1	i	i	i	2	-10
COc1cccc(-c2nnc(-c3ccccc3NC(=O)c3ccc(C(C)(C)C)cc3)o2)c1	i	i	i	i	i	-8	i	i	i	1	-10
COc1cccc(/C=C/c2ccc3cccc(O)c3n2)c1	i	i	i	i	i	1	i	i	i	3	-5
COC(=O)c1cc(NC(=O)CN2CCOCC2)cc(C(=O)OC)c1	i	i	i	i	i	4	i	i	i	1	-7
O=C1NC(Cc2c[nH]c3ccccc23)C(=O)N1Cc1ccc(CN2C(=O)NC(Cc3c[nH]c4ccccc34)C2=O)cc1 (configuration not stated)	i	i	i	i	i	-3	i	i	i	/	-15
COc1ccc(CCCC(=O)Nc2cc(C)ccc2OC)cc1	i	i	i	i	i	/	i	i	i	-3	-10
CCOC(=O)c1c(-c2ccc(C)o2)csc1NC(=O)CSc1ncn[nH]1	i	i	i	i	i	12	i	i	i	5	-12
CCOC(=O)[C@@H]1[C@H]2COc3ccccc3[C@@H]2N2C(=O)N(c3ccc(Cl)cc3)C(=O)[C@]12C	i	i	i	i	i	2	i	i	i	7	-9
CCN(CC)c1ncccc1C(=O)NCc1cccs1	i	i	i	i	i	-7	i	i	i	0	-5
COCCN(C(=O)C(C)C)c1nnc(-c2cccc(C)c2)s1	i	i	i	i	i	-2	i	i	i	6	-4
CCOC(=O)CC(NC(=O)CCc1c(C)nc2nc(C)nn2c1C)c1ccc(C)cc1 (configuration not stated)	i	i	i	i	i	-3	i	i	i	-2	-13
Fc1ccc(NC(=S)NCc2cccnc2)cc1	i	i	i	i	-7*	-2	i	i	i	-5	3
Cc1ccc(-n2nc3ccc(NC(=O)c4cccc([N+](=O)[O-])c4C)cc3n2)cc1	i	i	i	i	i	-4	i	i	i	4	-5
Carrying on.
SMILES	TRPC4 potent	KCNQ1 pot	KCNK3 inh	TRPC4 agonist	ANO1 activ	Dyrk1A ADPGlo	KCNK9 block	TMEM16A inh	KCNQ1 block	HDAC3 inhib	hERG protect
Cc1ccc(NC2CCCN(C(=O)c3ccc(C)c(N4CCNC4=O)c3)C2)cc1C (configuration not stated)	i	i	i	i	i	-1	i	i	i	/	-8
O=C(NNC(=O)c1cc(-c2ccc(Cl)cc2)nc2ccccc12)c1csc(N2CCOCC2)n1	i	i	-9*	i	i	7	-10*	i	i	-2	-17
Cc1nc([N+](=O)[O-])c(C(=O)OCc2ccccc2Br)n1C	i	i	i	i	i	-3	i	i	i	3	-1
CC(C)Oc1ccc(/C=C(\C#N)C(=O)NC2CC2)cc1	i	i	i	i	i	40	i	i	i	8	-10
Clc1ccc(Cn2ccc3ccccc32)cn1	i	i	i	i	i	0	i	i	i	3	-8
CCN(CCCNS(=O)(=O)c1cc(-c2cc(C)no2)ccc1C)Cc1ccccc1	i	i	i	175*	i	-1	i	i	i	-6	-6
COc1ccccc1NC(=O)NNC(=O)CN1C(=O)COc2ccccc21	i	i	i	i	i	8	i	i	i	0	-5
Cc1ccc(N2CCN(/N=C/c3sccc3C)CC2)cc1	i	i	i	i	i	3	i	i	i	-1	-6
CCCOc1ccc(S(=O)(=O)N2C(=O)CC(=O)N(Cc3ccc(OCC)cc3)C2=O)cc1	i	i	/	i	/	/	i	i	i	/	-12
CSc1ncccc1C(=O)OCC(=O)N(CC(C)C)c1c(N)n(Cc2ccccc2)c(=O)[nH]c1=O	i	i	i	i	i	-5	i	i	i	1	-13
COc1ccc(/C=C/C2=NN(Cc3ccccc3)C(=O)CC2)cc1	i	i	i	i	i	-4	i	i	i	0	-4
COc1cccc(-c2nnn(C/C(N)=N/O)n2)c1	i	i	i	i	i	14	i	i	i	8	-4
CCCC(=O)Nc1ccc(Cl)c(NC(=S)NC(=O)c2ccco2)c1	i	i	i	i	i	4	i	i	i	-3	-5
O=C(NCc1ccccn1)c1cc(S(=O)(=O)N2CCN(c3ccccc3)CC2)ccc1Cl	i	i	i	i	i	-2	i	i	i	5	-14
Cc1scc(C(=O)N/N=C/c2ccsc2)c1C	i	i	i	i	i	0	i	i	i	-1	-7
Cc1ccc(C#N)c(SCC(=O)Nc2nccs2)n1	i	i	i	i	i	1	i	i	i	0	-10
COc1ccc(S(=O)(=O)N2CCC(C(=O)NC3CCCCC3)CC2)cc1C	i	i	i	i	i	-9	i	i	i	2	-4
COc1ccccc1NC(=O)C1CC(=O)OC1c1ccccc1 (configuration not stated)	i	i	i	i	i	10	i	i	i	3	-11
COC(=O)c1cc(=O)n(Cc2cccs2)c(=Nc2ccccc2)s1	i	i	i	i	i	6	i	i	i	6	-15
Cc1ccccc1-c1nc(CN2CCC(C(=O)N3CCN(c4ccccn4)CC3)CC2)c(C)o1	i	i	i	i	i	5	i	i	i	-6	-7
COc1cccc(C(=O)NCc2ccc3c(c2)cc(C)n3C)c1	i	i	i	i	i	0	i	i	i	-1	-15
O=C(O)CSc1nnc(-c2cccs2)n1-c1ccc(Cl)cc1	i	i	i	i	i	3	i	i	i	2	-5
C/C(=N\NC(=O)c1cc(C)[nH]n1)c1cccs1	i	i	i	i	i	-2	i	i	i	8	-18
Cc1c(C(=O)/C=C/N(C)C)nnn1-c1ccc(Cl)cc1C#N	i	i	i	i	i	8	i	i	i	11	-6
COc1ccc(CN2CCCC(C(=O)c3cccc(C(F)(F)F)c3)C2)cc1O (configuration not stated)	i	i	i	62*	i	3	i	i	i	3	-23
CC1(C)CC(=O)c2cc(OCC(=O)N3CCN(c4ccccc4F)CC3)ccc2O1	i	i	i	i	i	1	i	i	i	2	-9
O=C(C1COc2ccccc2O1)N1CCN(c2nc3ccccc3s2)CC1 (configuration not stated)	i	i	i	i	i	1	i	i	i	-1	-7
S=C(Nc1ccccc1Cl)N1CCN(Cc2ccccc2)CC1	i	i	i	i	i	3	i	i	i	3	-8
Cc1ccc(NC(=S)NC2CCCC2)cc1	i	i	i	i	i	0	i	i	i	-7	4.7*
O=C(CN1CCN(S(=O)(=O)c2ccccc2)CC1)NCCc1ccccc1	i	i	i	i	i	-1	i	i	i	3	-6
